Screens (PubChem)
TAAR1 antag: human TAAR1 antagonism; inhibition, % at 3 µM; AID 624466; Q96RJ0; CHO RD-HGA16 TAAR1, Fluo-8 calcium fluorescence, antagonist; actives 1.5% (n = 360,000);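 active = inhibition above a per-plate cutoff, the mean inhibition of test compounds on that plate plus 3 SD, cut at about 49% in these data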;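 also: 0% = DMSO plus EC80 beta-PEA response and 100% = DMSO alone without agonist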
Target sequence (Q96RJ0 whole entry, looked up): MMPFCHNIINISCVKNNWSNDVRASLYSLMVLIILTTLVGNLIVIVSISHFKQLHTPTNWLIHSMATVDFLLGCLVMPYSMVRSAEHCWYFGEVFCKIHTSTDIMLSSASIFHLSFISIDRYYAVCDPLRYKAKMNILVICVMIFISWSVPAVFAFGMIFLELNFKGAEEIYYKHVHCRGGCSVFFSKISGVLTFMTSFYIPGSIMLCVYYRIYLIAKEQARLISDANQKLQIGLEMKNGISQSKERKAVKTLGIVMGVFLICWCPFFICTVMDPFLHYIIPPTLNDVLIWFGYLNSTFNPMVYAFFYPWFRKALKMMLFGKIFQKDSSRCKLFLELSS
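Assay system: RD-HGA16 CHO cells with stable hTAAR1 and Gα16 / Reagent: EC80 β-phenethylamine stimulus / Doses: 3 µM, single point / Timing: dye loading 75 min at 37 °C, then 30 min room temperature / Measured by: Fluo-8 intracellular calcium dye fluorescence, real-time kinetic reads / Controls: vehicle wells and EC80 agonist wells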
OXTR potentiator: human OXTR potentiation; P30559; CHO-OTR cells, Fluo-8 calcium fluorescence, potentiator mode; 0% = oxytocin EC15, 100% = EC100; activation, % at 3 µM; actives 0.061% (n = 320,000); AID 2445;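 active = activation above that plate's cutoff, the mean activation of tested compounds plus 3 SD, cut at about 6.6% in these data, passing the limit was not always enough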;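 also: 100% uses oxytocin at 75 nM as the full agonist control; some results filed as inactive read as strong as hits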
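Replication – single well per compound, singlicate · Assay system – CHO cell line stably expressing human OTR · Timing – 6 min pre-incubation, 100 s read · Measure – normalized max/min fluorescence ratio, % activation · Doses – 3.0 µM, one dose · Detection – Fluo-8 calcium dye fluorescence · Probe or stimulus – oxytocin near EC15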
M1 ag parental: nonselective activator or artifact in parental CHO-K1 cells. Fluo-8 calcium fluorescence; scaled to maximal ATP response, vehicle zero. activation, % at 3 µM. actives 0.48% (n = 360,000). AID 602248; in the data active = activation above about 15%;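 also: untransfected CHO-K1 host cells lacking M1 receptor as counterscreen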
CHO parental Ca: signal in parental CHO cells, OX1R antagonist counter-screen; parental CHO-K1, ATP-induced calcium, Fluo-8 fluorescence; AID 463079; inhibition, % at 5.6 µM; actives 0.63% (n = 330,000);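 active = inhibition above that plate's mean sample inhibition plus 3 SD, cut at about 26% in these data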;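 also: 0% = ATP-challenged DMSO wells and 100% = DMSO wells without ATP; some compounds past the cut are filed as inactive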
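Material: Parental CHO cells | Reagent: ATP | Compound dosing: Single nominal dose of 5.6 µM per compound | Detection: Intracellular calcium via Fluo-8 no-wash fluorescent dye | Read-out: % inhibition of ATP-induced calcium mobilization | Benchmarks: Low control ATP plus DMSO, high control DMSO only | Replicates: Singlicate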
CHO-K1 Ca antag: M1 antagonist counterscreen hit in parental CHO-K1 cells | inhibition, % at 3 µM | AID 602250 | actives 0.6% (n = 360,000) | ATP-induced calcium, Fluo-8 fluorescence;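 active = inhibition above a per-plate cutoff, the plate's mean sample inhibition plus 3 SD, cut at about 24% in these data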;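 also: 0% = DMSO plus EC80 ATP and 100% = DMSO alone without ATP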
V1R ag counter: V1a receptor agonism, counter-screen for OXTR agonists | CHO-V1R cells, Fluo-8 calcium fluorescence, agonist mode; 0% DMSO, 100% 3 nM vasopressin | P37288 | activation, % at 3 µM | actives 0.25% (n = 320,000);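 active = activation above the mean activation of all tested compounds plus 3 SD, per screening run, cut at about 20% in these data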;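 also: signal is peak over basal fluorescence ratio across a 100 second FLIPR read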
M1 ag: human M1 muscarinic receptor agonism | P11229 | CHO-K1 hM1, Fluo-8 calcium fluorescence, agonist mode; 0% DMSO, 100% acetylcholine EC100 | activation, % at 3 µM | actives 0.33% (n = 360,000);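 active = activation above the run's mean compound activation plus 3 SD, cut at about 16% in these data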;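 also: peak over basal fluorescence ratio within a 140 s kinetic read after compound addition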
Target sequence (P11229 whole entry, looked up): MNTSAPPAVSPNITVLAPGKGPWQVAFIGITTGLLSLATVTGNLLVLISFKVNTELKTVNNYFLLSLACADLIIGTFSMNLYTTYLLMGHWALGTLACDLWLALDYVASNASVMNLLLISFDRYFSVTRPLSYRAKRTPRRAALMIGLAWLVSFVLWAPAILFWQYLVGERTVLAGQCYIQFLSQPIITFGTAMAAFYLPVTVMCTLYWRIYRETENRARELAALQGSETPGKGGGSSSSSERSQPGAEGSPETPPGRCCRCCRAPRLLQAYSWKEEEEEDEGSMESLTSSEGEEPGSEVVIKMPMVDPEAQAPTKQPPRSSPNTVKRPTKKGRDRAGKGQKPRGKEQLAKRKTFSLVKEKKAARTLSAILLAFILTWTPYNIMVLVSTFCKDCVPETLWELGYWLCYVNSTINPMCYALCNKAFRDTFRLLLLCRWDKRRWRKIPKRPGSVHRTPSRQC
CHO-K1 Ca PAM: counter-screen for M1 PAMs: effect in parental CHO-K1 cells. activation, % at 3 µM. actives 0.02% (n = 360,000). ATP EC20, Fluo-8 calcium fluorescence; 0% at ATP EC20, 100% at ATP max. AID 602247;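 active = activation above the run cutoff, the mean activation of all test compounds plus 3 SD, cut at about 40% in these data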;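 also: peak over basal fluorescence ratio in a 140 s read after ATP addition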
TAAR1 agonist: human TAAR1 agonism; Q96RJ0; CHO RD-HGA16 TAAR1, Fluo-8 calcium fluorescence; vehicle wells 0%, saturating PEA agonist 100%; activation, % at 3 µM; actives 0.99% (n = 360,000); AID 624467;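 active = activation above the mean activation of all test compounds in the run plus 3 SD, cut at about 38% in these data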
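System: CHO RD-HGA16 cells carrying human TAAR1 plus Gα16; Incubation: 17-24 h seeding, 75 min 37 °C dye, 30 min RT; Measured by: Fluo-8 fluorescence, 5 s baseline then 140 s kinetic read; Control set: DMSO and PEA EC100; Replication: single well for each compound.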
Active calls of the source: *; / = no result given.

SMILES	TAAR1 antag	OXTR potentiator	M1 ag parental	CHO parental Ca	CHO-K1 Ca antag	V1R ag counter	M1 ag	CHO-K1 Ca PAM	TAAR1 agonist
CN(C(=O)CN1CCN(c2cnn(-c3ccccc3)c(=O)c2Cl)CC1)C1CCS(=O)(=O)C1 (configuration not stated)	-17.3	2.8	0.3	-12.2	-14.2	0.5	-7.1	8.5	3.1
O=C(c1ccc2c(c1)OCO2)C1CCCN(Cc2ccccc2OC(F)F)C1 (configuration not stated)	-29.7	-4.0	-0.2	-16.3	-2.3	-0.6	-6.6	21.0	1.6
CCCCCOc1ccc(NC(=O)C(=O)NCC2CCCN2CC)cc1 (configuration not stated)	6.0	-5.4	-0.3	-32.4	24.9*	1.1	-13.5	-18.1	1.1
Cc1cc(C(=O)N2CCCC2)n[nH]1	-18.4	/	0.2	/	-5.7	/	-2.4	-1.1	2.2
COC(=O)c1ccc(NC(=O)CSc2nnc(COc3c(C)cccc3C)o2)cc1	-6.2	1.0	-0.2	-23.8	-4.4	1.0	-3.4	8.1	4.4
Cc1ccc(NS(=O)(=O)c2ccc(-c3cnc(C4CC4)o3)cc2)c(C)c1	16.8	-8.2	8.1	-3.3	-2.8	3.8	-0.6	-0.5	5.4
O=C(NC1CCN(Cc2ccccc2)CC1)c1ccc(CS(=O)c2ccccc2Cl)o1 (configuration not stated)	-11.7	/	1.3	/	-3.9	/	-2.4	5.4	2.9
CC(=O)c1sc(NC(=O)CN2C(=O)CCC2=O)nc1C	1.4	-12.0	0.1	-7.1	0.9	1.8	2.9	12.4	5.0
O=C(CCC(=O)Nc1cccc([N+](=O)[O-])c1)N/N=C/c1cccs1	-14.4	/	0.8	/	4.0	/	0.5	-22.1	25.0
COc1cc(C(=O)N=c2sc3ccccc3n2C)cc(OC)c1OC	3.3	-3.7	1.1	-24.0	-11.1	-0.4	-13.4	-4.4	3.2
Cc1nc2nc(Cc3ccccc3)nn2c(C)c1Cl	-2.9	1.4	0.2	-20.0	1.5	-1.2	-5.7	7.6	1.2
COc1cc(C(c2c(C)[nH][nH]c2=O)c2c(C)[nH][nH]c2=O)cc(Cl)c1O	-17.8	-7.4	0.4	-4.6	19.5	-0.4	-2.2	0.4	6.8
CCCn1c2ccccc2c2cn[nH]c(=O)c21	-18.6	0.3	0.2	-10.1	6.7	0.2	-4.6	-12.5	4.5
Cc1ccc(C)c(C(=O)c2ccccc2NC(=O)c2ccccn2)c1	-12.8	-2.9	1.5	-3.5	-18.2	0.3	-3.5	26.5	-2.5
CC(OC(=O)Cn1[nH]c(=O)c2ccccc2c1=O)C(=O)Nc1ccc(Cl)cn1 (configuration not stated)	4.3	-7.0	0.3	-22.1	-11.6	4.8	-4.9	2.6	6.2
Cc1ccc(C(=O)COC(=O)c2cc(=O)[nH]c3ccccc23)cc1	-8.0	-12.8	4.8	-11.1	-3.6	0.6	-7.4	15.4	2.5
O=S(=O)(O)c1ccc(Cl)c(Cl)c1	4.3	/	1.8	/	-14.3	/	0.2	12.1	0.1
COc1ccc(OC)c(NC(=O)CSc2ccc(-c3cccnc3)nn2)c1	-9.6	-3.4	3.2	-16.7	-11.4	0.0	-3.5	-15.6	1.9
CC(=O)c1ccc(N(CC(=O)NC2CCCC2)C(=O)c2ccc(C)s2)cc1	5.4	-7.8	0.3	-4.0	-7.6	1.5	-0.9	19.2	1.6
O=C(Nc1nccs1)c1ccc([N+](=O)[O-])cc1	5.5	-6.3	2.1	-7.6	-10.5	1.1	-1.4	13.7	2.6

Structures from the list above containing an aryl thioether with sulfur outside any ring (2):
SMILES	TAAR1 antag	OXTR potentiator	M1 ag parental	CHO parental Ca	CHO-K1 Ca antag	V1R ag counter	M1 ag	CHO-K1 Ca PAM	TAAR1 agonist
COC(=O)c1ccc(NC(=O)CSc2nnc(COc3c(C)cccc3C)o2)cc1	-6.2	1.0	-0.2	-23.8	-4.4	1.0	-3.4	8.1	4.4
COc1ccc(OC)c(NC(=O)CSc2ccc(-c3cccnc3)nn2)c1	-9.6	-3.4	3.2	-16.7	-11.4	0.0	-3.5	-15.6	1.9

Later entries:
SMILES	TAAR1 antag	OXTR potentiator	M1 ag parental	CHO parental Ca	CHO-K1 Ca antag	V1R ag counter	M1 ag	CHO-K1 Ca PAM	TAAR1 agonist
CCN(CC)CCCNC(=O)c1cc(-c2ccc(Cl)c(Cl)c2)on1	/	-4.4	3.4	-12.7	-15.0	5.2	-7.2	23.5	/
Cc1nnc(-c2ccc(N3CCCCCC3)c([N+](=O)[O-])c2)o1	-19.9	-9.8	0.1	-12.0	10.6	-0.1	-4.7	-27.9	1.8
Cc1cc2c(c(=O)n1CCCn1ccnc1)C(c1ccco1)C(C#N)=C(N)O2 (configuration not stated)	15.6	-2.0	0.3	3.9	1.9	-0.1	-6.8	11.5	0.6
O=C(Nc1ncccn1)c1ccc([N+](=O)[O-])o1	0.3	-3.9	-0.2	-13.6	-4.5	0.5	1.5	-7.2	7.8
CC(C)OC(=O)CSc1nc2cc3c(cc2cc1C#N)OCO3	-4.3	-14.7	0.2	3.6	-1.1	0.0	0.4	13.6	4.8
CNS(=O)(=O)c1cn(CC(=O)NCc2ccc(F)cc2)cc1S(=O)(=O)NC	-5.7	-15.3	0.5	0.3	-5.5	0.1	-3.9	6.4	3.4
Cc1nc(-c2ccc(F)cc2)c(CC(=O)Nc2ccc(C)c(S(=O)(=O)N3CCOCC3)c2)s1	-9.7	-8.2	0.3	-15.2	3.0	0.2	-0.5	7.1	-0.1
CCOc1cc(N2CCOCC2)c(OCC)cc1NC(=O)COC(=O)c1ccc(OC)c([N+](=O)[O-])c1	44.1	/	1.4	/	-1.6	/	-2.6	5.4	20.0
COc1ccc(-c2cc3nc[nH]c(=O)c3s2)cc1	11.2	-1.6	2.9	-8.2	-12.5	0.6	0.2	25.6	9.7
O=C(Oc1cc(Cl)ccc1Cl)c1ccc(N2CCOCC2)c([N+](=O)[O-])c1	0.8	-10.2	0.8	-11.2	-15.5	1.4	-6.9	23.9	3.1
O=C(CCC(=O)N(CC(=O)NC1CCCCC1)c1ccc(F)cc1)Nc1nccs1	-7.0	-5.8	0.4	-13.3	-2.4	-0.5	-2.9	-1.3	4.0
NC(N)=NC(N)=Nc1cccc2ccccc12	-2.4	-4.3	0.4	-25.4	-8.1	0.2	-5.1	10.6	3.1
COc1cccc(-c2nnc(-c3ccco3)o2)c1	11.6	-9.3	0.3	-5.3	1.5	-0.6	-1.3	7.7	0.5
CCOC(=O)CNC(=O)CSc1nnc(-c2ccccc2)c(-c2ccccc2)n1	19.8	-6.9	0.7	-21.7	-12.6	-0.3	-3.4	17.8	0.3
O=C(COc1ccccc1Cl)NCCNC(=O)c1ccco1	2.2	-6.0	0.2	-0.3	-24.3	2.5	-1.3	26.7	-1.9
CC(C)Cc1nc2n[nH]c(N)c2c2c1CCCC2	4.1	-7.5	3.0	-21.5	7.7	-0.3	-1.2	-0.8	2.1
COc1ccc(C(=O)Nc2ccc(-c3n[nH]c(=S)o3)cc2)cc1	-1.7	/	0.1	/	-2.7	/	1.9	0.8	8.3
COc1cc(/C=N/NC(=O)c2c(C)nnn2-c2nonc2N)ccc1O	6.5	-8.1	0.5	2.1	9.6	1.0	-1.0	-9.1	7.8
COCCCN1C(=O)c2ccc(C(=O)Nc3ccccc3OC)cc2C1=O	-21.1	-13.7	0.2	-4.2	-1.9	-0.8	-2.7	15.7	2.7
O=C(C1Cc2ccccc2CN1S(=O)(=O)c1ccc(F)cc1)N1CCCCC1 (configuration not stated)	11.4	3.9	0.4	-7.1	10.5	-0.4	-5.1	-8.5	7.1
Cc1cccc(Cc2nc3ccccc3[nH]2)c1	3.6	/	-0.6	/	7.3	/	1.5	-0.2	1.1
CC(=O)c1ccc(NC(=O)C2(c3ccccc3)CCOCC2)cc1	1.9	-9.5	-0.1	-3.7	-0.8	-1.3	-4.0	-5.2	0.2
CCC(=O)/C=C1\Sc2ccccc2N1CC	-8.7	-4.6	-1.0	-17.4	1.9	-1.3	-8.7	1.7	-2.4
N#CC(c1ccc(Cl)nn1)c1c(F)cccc1Cl (configuration not stated)	1.9	-13.3	0.5	-10.3	-10.2	1.5	-6.2	18.4	0.8
CCOc1ccc(NC(=O)CN(C)Cc2cc(=O)n3c(-c4ccccc4)csc3n2)cc1OCC	14.0	-10.5	0.6	-22.7	-7.0	-1.2	-4.4	20.5	0.3
Cn1ccnc1SCC(=O)c1ccc(Cl)cc1	-10.0	-7.3	0.8	-15.8	-11.6	-1.5	-7.0	13.3	2.9
COc1ccc(/C(O)=C2/C(=O)C(=O)N(CCCN(C)C)C2c2ccc(Cl)cc2)cc1OC (configuration not stated)	-4.5	-6.6	0.2	-13.5	-8.0	1.3	-0.4	12.9	8.1
O=S1(=O)CCC(NS(=O)(=O)c2ccc3ccccc3c2)C1 (configuration not stated)	-0.3	-7.5	1.6	5.6	-14.6	0.0	-2.0	-0.8	1.1
O=C(NNC(=O)c1ccccc1-n1cccc1)c1cccnc1	-10.1	/	0.3	/	1.4	/	0.2	-4.0	2.6
C=CCn1cc(C(=O)OCC)c(=O)c2cc(F)c(F)cc21	-42.4	2.5	0.4	-1.7	-4.8	-0.4	-2.6	5.3	1.4
O=C(N/N=C\c1cc(Br)c(Br)o1)c1cncc(Br)c1	25.4	8.2	3.3	-8.0	1.3	1.7	-6.0	15.5	27.0
O=C(NC1CC1)c1cccc(NC(=O)c2cn3ccccc3n2)c1	14.2	-0.2	0.0	-13.1	-10.9	1.0	-1.8	3.5	5.1
O=C(CCNS(=O)(=O)c1cccs1)N1CCCCCC1	-23.5	-6.7	0.0	2.1	15.1	0.4	-3.2	-6.2	7.1
CCOC(=O)c1cnn2c(C(F)(F)F)cc(-c3cn(C)nc3C)nc12	-17.4	-6.7	1.6	-7.4	-5.7	0.1	-3.0	22.5	3.5
Cc1csc(C(C)N(C)C(=O)CCc2nnc(CCc3ccccc3)o2)n1 (configuration not stated)	-26.4	-2.6	1.6	-4.2	-11.1	-0.4	-3.5	20.8	0.2
CCCCN(CC)CCCNC(=O)c1cn(-c2ccc(OC)cc2)c(=O)c2ccccc12	-1.8	-18.7	0.0	-10.8	-10.6	0.9	-2.9	9.5	-1.8
Cc1[nH]n(-c2ccccc2)c(=O)c1C(C[N+](=O)[O-])c1ccc(Br)cc1 (configuration not stated)	15.2	-10.9	8.0	-14.2	-4.6	6.5	4.4	14.8	13.1
COc1cc(C)c(NC(c2ccccc2)c2ccccc2)cc1OC	1.6	-10.9	-0.9	-21.7	-9.2	-1.8	-15.3	13.9	18.1
